Bioassay records: PubChem BioAssay, Sanford-Burnham Center for Chemical Genomics
SENP8 block-1 – human SENP8 protease inhibitors, primary screen, biochemical, fluorescence, Nedd8 protein substrate, uHTS; inhibition, % at 20 µM; recombinant SENP8; actives 0.64% (n = 360,000); AID 602440, 2012; Sentrin-specific protease 8 (Homo sapiens), Q96LD8; in the data active = inhibition mostly above about 40%, no sharp cut-off; inactive = mostly below about 27%
SENP6 block – SENP6 protease inhibitors, primary screen, biochemical, luminescence, uHTS. Sentrin-specific protease 6 (Homo sapiens), Q9GZR1. Recombinant SENP6 catalytic domain, aminoluciferin luminescence. actives 1.8% (n = 330,000). inhibition, % at 10 µM;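 active = inhibition above about 50% at the single tested dose, limit read from the data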;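 note: plate controls were DMSO wells with enzyme for no effect and DMSO wells lacking enzyme for full effect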
HKDC1 inh – HKDC1 hexokinase inhibitors, primary screen, biochemical, fluorescence, uHTS. Q2TB90. recombinant HKDC1, G6PDH/diaphorase resazurin coupled fluorescence. inhibition, % at 20 µM. actives 0.16% (n = 340,000);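 active = inhibition above about 35% when tested at 20 µM, limit read from the data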;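 note: plate controls were DMSO wells with enzyme for no effect and DMSO wells lacking enzyme for full effect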
Target sequence (Q2TB90 whole entry, looked up): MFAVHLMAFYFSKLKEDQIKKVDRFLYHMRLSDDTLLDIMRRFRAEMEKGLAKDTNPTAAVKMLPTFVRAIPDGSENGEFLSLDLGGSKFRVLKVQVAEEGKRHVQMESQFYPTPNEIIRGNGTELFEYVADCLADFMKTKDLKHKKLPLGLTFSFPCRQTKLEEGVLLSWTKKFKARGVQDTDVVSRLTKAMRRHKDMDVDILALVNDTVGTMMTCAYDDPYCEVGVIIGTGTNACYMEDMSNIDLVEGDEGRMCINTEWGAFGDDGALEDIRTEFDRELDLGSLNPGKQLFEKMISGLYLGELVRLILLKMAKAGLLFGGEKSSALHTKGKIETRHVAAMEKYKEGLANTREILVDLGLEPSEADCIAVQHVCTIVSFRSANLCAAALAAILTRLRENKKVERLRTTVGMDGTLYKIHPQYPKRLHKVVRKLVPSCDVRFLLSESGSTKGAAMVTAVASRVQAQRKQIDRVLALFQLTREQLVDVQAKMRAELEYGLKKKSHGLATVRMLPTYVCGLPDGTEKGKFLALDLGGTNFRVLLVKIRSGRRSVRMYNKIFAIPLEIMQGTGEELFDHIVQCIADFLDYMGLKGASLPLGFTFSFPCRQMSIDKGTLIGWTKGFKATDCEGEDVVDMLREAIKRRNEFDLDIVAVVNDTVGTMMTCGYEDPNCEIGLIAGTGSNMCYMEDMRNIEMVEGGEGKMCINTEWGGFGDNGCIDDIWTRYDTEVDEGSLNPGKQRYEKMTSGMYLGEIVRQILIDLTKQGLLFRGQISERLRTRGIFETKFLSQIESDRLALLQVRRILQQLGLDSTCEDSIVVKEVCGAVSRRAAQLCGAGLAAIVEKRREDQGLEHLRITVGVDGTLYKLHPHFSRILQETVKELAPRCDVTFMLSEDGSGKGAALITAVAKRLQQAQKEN
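Test system: Recombinant HKDC1 (HK5) hexokinase enzyme, produced in-house | Input: HKDC1 at 5 µg/mL | Buffer or medium: Tris pH 8.0 buffer with MgCl2, Tween-20, BSA, BME | Schedule: 90 min reaction incubation at room temperature, dark | Technique: Resazurin-to-resorufin fluorescence via G6PDH and diaphorase coupling, 525/613 nm | Controls: DMSO wells with and without enzyme mix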
NLRP3 yeast inh – NALP3 inflammasome inhibitors in reconstituted yeast, primary screen, luminescence, uHTS | Yeast reconstituted NLRP3/ASC/caspase-1, beta-gal luminescence, 24 h | inhibition, % at 10 µM | actives 0.39% (n = 330,000);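 active = inhibition of 50% or more; inactive = inhibition below 50%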;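 note: plate controls were induced DMSO wells for no effect and uninduced yeast grown without galactose for full effect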
SENP1 inh – human SENP1 catalytic domain inhibitors, primary screen, biochemical, FRET, uHTS; Sentrin-specific protease 1 (Homo sapiens), Q9P0U3; actives 0.21% (n = 360,000); inhibition, % at 10 µM; recombinant SENP1 catalytic domain, CyPet-SUMO1-YPet FRET cleavage;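 active = inhibition at least 30% at 10 µM, raw YFP signal under a set limit, fluorescence ratio 0.5 to 1.5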;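 note: 0% = enzyme with DMSO and 100% = no enzyme wells; some results filed as inactive read as strong as hits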
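material = recombinant human SENP1 catalytic domain, His6-tagged | quantity = 20 pM enzyme | reagent = 25 nM SUMO1 FRET substrate | compound dosing = 10 µM single point, 0.5% DMSO | timing = 50 min enzyme reaction, room temperature, light-protected | detection = FRET, CFP and YFP emission | control set = no-enzyme low, enzyme-DMSO high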
PfGluPho inh – PfG6PD enzyme inhibitors, primary screen, biochemical, fluorescence intensity, uHTS | PfGluPho enzyme, NADPH resazurin-diaphorase fluorescence | actives 0.78% (n = 350,000) | inhibition, % at 20 µM;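 active = inhibition reaching at least a set limit at 20 µM in the primary screen, cut at about 59% in these data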;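 note: 0% = DMSO wells with substrate and 100% = DMSO wells lacking glucose-6-phosphate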
Apaf1 inhib – inhibitors of human Apaf-1 apoptosome, primary screen, biochemical, DEVD-Rh110 fluorescence, uHTS | actives 0.71% (n = 330,000) | inhibition, % at 20 µM | AID 489030, 2010 | reconstituted apoptosome caspase-3 activity; active = inhibition of at least 40% at 20 µM;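 note: plate controls were DMSO wells for no effect and DEVD-CHO caspase inhibitor wells for full effect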
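detection = Rh110 fluorescence intensity | test system = biochemical Apaf-1 apoptosome reconstitution | also added = cytochrome c and DEVD-Rh110 substrate | schedule = 30 min plus 50 min, RT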
SENP8 block-2 – SENP8 protease inhibitors, primary screen, biochemical, luminescence | Sentrin-specific protease 8 (Homo sapiens), Q96LD8 | purified SENP8, Z-RLRGG-aminoluciferin cleavage | inhibition, % at 10 µM | actives 1.2% (n = 330,000) | AID 2540, 2010; in the data active = inhibition above about 50%
SENP7 block – SENP7 protease inhibitors, primary screen, biochemical, luminescence, uHTS; Sentrin-specific protease 7 (Homo sapiens), Q9BQF6; AID 434973, 2010; actives 1.5% (n = 330,000); inhibition, % at 5 µM; recombinant SENP7, Z-RLRGG-aminoluciferin luminescence, 40 min;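 active = inhibition above about 50% at the single test dose, limit read from the data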;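 note: plate controls were DMSO with enzyme for no effect and no enzyme buffer wells for full effect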
* hit, by the source's call; x = not tested or not shown.

Sample of the layout, 2 compounds:
molecule	SENP8 block-1	SENP6 block	HKDC1 inh	NLRP3 yeast inh	SENP1 inh	PfGluPho inh	Apaf1 inhib	SENP8 block-2	SENP7 block
COc1cc(NC(=O)c2ccc(-c3ccc(Br)cc3)o2)ccc1NC(=O)C(C)C	-55	-6	-1	11	1	-7	8	-5	4
S=C(c1ccccc1)N1CCN(C(=S)c2ccccc2)CC1	25	15	-5	6	0	2	-1	7	-3

The whole of this part, previewed entries included:
molecule	SENP8 block-1	SENP6 block	HKDC1 inh	NLRP3 yeast inh	SENP1 inh	PfGluPho inh	Apaf1 inhib	SENP8 block-2	SENP7 block
COc1cc(NC(=O)c2ccc(-c3ccc(Br)cc3)o2)ccc1NC(=O)C(C)C	-55	-6	-1	11	1	-7	8	-5	4
S=C(c1ccccc1)N1CCN(C(=S)c2ccccc2)CC1	25	15	-5	6	0	2	-1	7	-3
Cc1nc2ccccn2c1/C(O)=C1\C(=O)C(=O)N(CCN(C)C)C1c1ccco1 (stereo not drawn)	12	11	-4	0	-7	-2	-6	8	1
Cc1ccnc2nc(C(=O)OCC(=O)Nc3ccccc3C(C)(C)C)nn12	9	-17	-6	23	-2	-2	-15	-3	0
Cc1cccc(NS(=O)(=O)c2cccc(C(=O)N3CCN(c4ccccn4)CC3)c2)c1	0	1	7	1	0	-16	6	-2	0
COc1ccccc1-c1nnc(SCC(=O)Nc2ccc(S(N)(=O)=O)cc2)n1C	16	13	-7	7	4	-2	-24	7	-7
O=C(CC1=NCCNC(c2ccccc2)C1)c1ccccc1O (stereo not drawn)	-44	-5	-6	35	3	8	0	-10	11
CC(C)c1ccc(O)c(NC(=S)NC(=O)c2cccnc2)c1	14	9	-9	25	3	6	3	3	10
Cc1cc(C)n(C(=O)c2cccc([N+](=O)[O-])c2C)n1	14	-4	-7	14	1	-7	8	15	4
Cc1ccc(S(=O)(=O)N2CCN(S(=O)(=O)c3c(C)n[nH]c3C)CC2)cc1C	18	-6	2	10	0	-5	-14	5	-1
Cc1ccc(C(=O)NCCSc2c(C)[nH]c3ccccc23)cc1[N+](=O)[O-]	7	-8	3	13	1	23	10	-2	4
Cc1ccc(/C=C2\SC(=S)N(CCCC(=O)Nc3cc(C)on3)C2=O)cc1	4	0	-4	7	1	0	1	-3	-7
Cc1ccnc(NC(=O)CCC(=O)N(CC(=O)NC2CCCCC2)c2cccc(C)c2C)c1	14	-10	-3	4	-1	-1	23	-6	5
Cc1csc2ncc(C(=O)N3c4ccccc4CC3C)c(=O)n12 (stereo not drawn)	-16	4	-2	1	-3	-17	-7	6	-1
Cc1cccc(OC(C)C(=O)N(Cc2cccs2)C2CCS(=O)(=O)C2)c1C (stereo not drawn)	20	0	0	-12	0	0	6	-14	-3
CCc1nnc(NC(=O)[C@@H](NC(=O)c2cccc(C)c2)C(C)C)s1	25	1	-10	5	1	10	3	-8	3
CCNc1nc(SCCOc2ccc(C)cc2)nc(N(C)C)n1	-1	-17	-4	28	2	14	13	-11	0
CN(C)c1ccc(/C=N/NC(=O)c2ccc(CN3CCOCC3)cc2)cc1Br	-386	-6	17	28	1	-13	1	-6	-1
COc1cccc(-c2noc(CCC(=O)N3CCN(c4cc(C)ccc4C)CC3)n2)c1	-1	x	-2	x	0	-6	24	x	-10
C[C@@H]1[C@H]2CCCC[C@H]2CN(C(=O)OC(C)(C)C)[C@@H]1c1cn(Cc2ccccc2)c2ccc(F)cc12	7	x	22	x	2	17	10	x	7
O=C(N/N=C/c1ccc(Cl)cc1Cl)c1n[nH]c2c1CCCC2	8	0	-4	-5	-6	-12	-3	-18	18
O=C(O)CNS(=O)(=O)c1cccc2nsnc12	15	-19	-5	3	4	-2	-1	-8	-12
O=C1CCN(Cc2ccccc2)C(=O)N1c1ccccc1	18	-1	0	9	3	-8	-9	-2	7
Cc1cccc(/C=N\N=C\c2cccc(C)c2)c1	23	63*	-4	27	0	26	22	17	51*
CCCCCCNC(=O)N[C@H](C(=O)NCCC[C@H]1CN2C(=NC[C@H]2C)N1CCC(c1ccccc1)c1ccccc1)C(C)O (stereo partly drawn)	x	-11	x	-27	x	x	23	-14	1
COc1ccccc1N1CSC2=C(C#N)C(c3ccc(SC)cc3)CC(=O)N2C1 (stereo not drawn)	-46	24	32	2	-75	67*	37	6	8
CCOC(=O)c1cnc(COc2ccc(OC)cc2)[nH]c1=O	22	-11	-5	11	3	1	-7	1	-2
Cc1cc(C=O)c(C)n1-c1ccc2c(c1)OCO2	-9	-17	-5	21	-7	12	-2	0	4
C(=N\N=C\c1ccccn1)/c1ccccn1	-12	-3	-2	5	0	-4	-1	0	-3
C/C=C/c1ccc(OCC(=O)N2CCc3cc(OC)c(OC)cc3C2)c(OC)c1	11	-13	-2	24	-2	17	9	2	4
CCC(CO)Oc1cc(NC(=O)c2cccc(F)c2)c2ncn(C(C)C)c2c1 (stereo not drawn)	14	-23	16	-2	-1	31	18	-1	-9
COC(=O)C1=C(Nc2ccc(C)cc2)C=C(C)C(C(=O)OC)C1c1cccc(OC)c1 (stereo not drawn)	-9	2	5	7	-11	11	12	3	4
C/C(CC(=O)Nc1ccc([N+](=O)[O-])cc1)=N\NC(=O)c1ccccc1[N+](=O)[O-]	25	13	-9	7	1	-16	-5	2	0
O=C(O)CC/C(=N\NC(=O)c1ccccc1Br)c1ccccc1	17	3	-9	8	1	6	-1	0	2
Cc1ccc(CN(C)S(=O)(=O)c2c(C)noc2/C=C/N(C)C)cc1	19	7	-3	21	0	2	16	6	6
Cc1ccccc1NC(=S)N1CCN(C(=O)c2ccco2)CC1	18	-6	-10	15	1	8	-5	-4	-6
O=C(N/C(=C/c1cccnc1)C(=O)N1CCCCCC1)c1cccc(Br)c1	-4	-11	-1	10	2	6	6	1	-3
CC(c1ccccc1)n1cc(C(=O)NCCN2CCOCC2)nn1 (stereo not drawn)	11	4	2	3	3	-1	-5	7	11
CC1(C)Cc2c(c(N3CCOCC3)nc3sc4c(=O)[nH]cnc4c23)CS1	-466	13	8	5	-22	-12	11	5	15
O=C(N/N=C/c1ccccc1OC(=O)c1ccc2c(c1)OCO2)c1ccccc1	7	4	-48	22	0	14	8	-6	-1
CCCS(=O)(=O)N1CCN(Cc2ccccc2[N+](=O)[O-])CC1	6	-13	-13	2	0	6	7	4	-12
COc1cc(C(=O)NNC(=O)CCOc2cccc(Br)c2)cc(OC)c1OC	-6	-4	3	-1	2	-19	10	-8	-6
c1ccc(CN2CCN(c3nc4ccccc4s3)CC2)cc1	22	-10	-1	9	1	-5	13	-3	-1
CCOCCCn1cnc2c([nH]c3cc(OC)ccc32)c1=O	3	-6	-3	13	1	0	7	-10	-3
ONC(=NCc1ccccc1)c1ccccc1	17	x	-3	x	3	0	x	x	x
O=C(CSc1nc2ccccc2[nH]1)Nc1c(F)c(F)c(F)c(F)c1F	6	-29	9	0	0	-3	5	-8	-4
OCCN1CCOCCOCCN(CCO)CCN(CCO)CC1	17	-7	-4	15	1	-6	-6	-13	-2
CC(C)(C)c1cc(C2=CSC3=NCCN23)cc(C(C)(C)C)c1O	17	-18	-3	32	0	3	-7	-7	-4
Cn1cc(CN2CCC(n3nccc3NC(=O)CCc3ccccc3)CC2)cn1	-5	5	-1	-3	3	12	-9	3	8
CCCCn1c(SCC(=O)NCc2ccco2)nc2ccccc2c1=O	6	-12	-4	6	0	-1	-6	5	1

Further compounds
molecule	SENP8 block-1	SENP6 block	HKDC1 inh	NLRP3 yeast inh	SENP1 inh	PfGluPho inh	Apaf1 inhib	SENP8 block-2	SENP7 block
O=C(OCc1nc2ccccc2[n+]([O-])c1C(=O)c1ccccc1)c1ccco1	2	-18	2	12	1	-1	7	-14	-9
CC(C)CC(=O)Nc1ccc(S(=O)(=O)Nc2nccs2)cc1	3	10	-3	10	3	-12	-5	11	-3
CCCCN(C(=O)c1ccc(N2C(=O)c3ccccc3C2=O)cc1)c1c(N)n(CC(C)C)c(=O)[nH]c1=O	15	-10	-2	7	0	2	3	-12	-7
COc1ccc(CCN2CC(C(=O)N(C)CC(=O)Nc3cccc(F)c3)CC2=O)cc1OC (stereo not drawn)	4	-7	5	21	-1	-11	16	-2	5
O=C(CCNC(=O)c1ccc(Br)cc1)Nc1ncccc1O	-7	-8	0	10	-1	6	-12	-6	-2
O=C(Nc1cccnc1)c1cc(-c2ccc(Br)cc2)nc2ccccc12	10	24	-2	6	1	25	20	-12	1
CC(C)(CO)Nc1nc(N2CCCC2)nc(N2CCCC2)n1	-4	-2	-2	-2	2	-7	-2	-4	5
COc1ccc(NC(=O)CSc2nc3ccncc3[nH]2)c(OC)c1	4	-7	3	4	3	-23	3	-2	2
CCOC(=O)N1CCN(CCC(=O)Nc2ccc(OC)cc2OC)CC1	17	-12	-10	-5	2	-8	2	-4	-14
COc1ccc(NC(=O)c2cc(C3CC3)on2)c(OC)c1	4	0	1	14	2	-4	4	1	2

The order is random; any-hit rate near 4.1%.
